Neddyl block = inhibitors of cullin neddylation, primary screen, biochemical, TR-FRET, uHTS, NAE and Ubc12. NEDD8-conjugating enzyme Ubc12 (Homo sapiens) + NEDD8-activating enzyme E1 regulatory …. calls only at 25 µM. hit rate 0.58% among 360,000. AID 651699, 2012; in the data active means inhibition above about 36%
NadD inh = inhibitors of S. aureus NadD, primary screen, biochemical, colorimetric, uHTS. Nicotinate-nucleotide adenylyltransferase NadD (Staphylococcus aureus N315). purified NadD enzyme, colorimetric absorbance read-out. inhibition, % at 20 µM. hit rate 0.78% among 360,000; in the data active means inhibition above about 26%; further: some compounds past the cut are filed as inactive
Rin1-Abl PPI inh = inhibitors of Rin1-Abl protein binding, primary screen, biochemical, TR-FRET. hit rate 0.4% among 360,000. AID 588664, 2011. Tyrosine-protein kinase ABL1 (Homo sapiens) + Ras and Rab interactor 1 (Homo sapiens), …. inhibition, % at 7.35 µM; in the data active means inhibition above about 5%, passing the limit was not always enough
LMPTP block = LMPTP phosphatase inhibitors, primary screen, biochemical, fluorescence intensity, uHTS | Low molecular weight phosphotyrosine protein phosphatase (Homo sapiens), P24666 | recombinant LMPTP-A, OMFP fluorogenic substrate | inhibition, % at 20 µM | hit rate 0.22% among 360,000;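 active means compounds that cut the enzyme signal by at least half of the control window in the single-dose screen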;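 further: plate controls were DMSO wells with enzyme plus substrate for no effect and substrate without enzyme for full effect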
Target sequence (P24666 whole entry, looked up): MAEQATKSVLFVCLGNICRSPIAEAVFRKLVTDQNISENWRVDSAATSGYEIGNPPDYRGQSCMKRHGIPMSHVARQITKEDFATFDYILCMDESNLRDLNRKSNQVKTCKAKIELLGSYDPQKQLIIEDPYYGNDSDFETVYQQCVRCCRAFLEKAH
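Test system: LMPTP-A, protein tyrosine phosphatase of low molecular weight; Input: 0.625 nM enzyme; Incubation: 50 min dark incubation at room temperature; Signal: endpoint fluorescence intensity from OMFP dephosphorylation; Read-out basis: % inhibition versus control wells.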
DNMT1 block = human DNMT1 methyltransferase inhibitors, primary screen, biochemical, molecular beacon, fluorescence, HinP1I cleavage, uHTS; DNA (cytosine-5)-methyltransferase 1 (Homo sapiens), P26358; inhibition (reported as % activation of signal), % at 10 µM; hit rate 0.83% among 360,000; AID 588458, 2011; in the data active means inhibition above about 50%
Scp-1 inhibitor = Scp-1 phosphatase inhibitors, primary screen, biochemical, colorimetric, uHTS; hit rate 0.88% among 340,000; AID 493091, 2011; Carboxy-terminal domain RNA polymerase II polypeptide A small phosphatase 1 (Homo …; inhibition, % at 20 µM; Recombinant Scp1, phosphopeptide, malachite green phosphate absorbance;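 active means inhibition above about 50% at 20 µM, limit read from the data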;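 further: plate controls were DMSO wells with enzyme for no effect and wells lacking enzyme for full effect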
Target sequence (Q9GZU7 76-261 limits assumed): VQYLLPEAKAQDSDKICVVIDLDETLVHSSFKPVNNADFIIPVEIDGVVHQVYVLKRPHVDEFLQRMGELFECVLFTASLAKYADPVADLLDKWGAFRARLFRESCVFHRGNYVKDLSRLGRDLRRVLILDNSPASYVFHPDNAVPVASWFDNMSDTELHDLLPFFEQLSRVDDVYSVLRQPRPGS
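System: SCP-1 catalytic domain; Reagent: Phospho 17-mer peptide substrate; Doses: one concentration, 20 µM, with 1.0% DMSO; Incubation: 45 min room-temperature reaction, 5 min colour, 30 min stabiliser; Signal: Phosphate-binding colour reagent, absorbance read at 630 nm.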
CSN deneddyl inh = inhibitors of CSN-mediated cullin deneddylation, primary screen, biochemical, fluorescence polarization, uHTS; COP9 signalosome complex subunit 5 (Homo sapiens), Q92905; AID 651999, 2013; hit rate 0.38% among 360,000; inhibition, % at 12.5 µM; Purified CSN, SCF-Nedd8-OG deneddylation;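 active means pattern-corrected inhibition above about 35%, with an unprinted fluorescence ratio check between 0.5 and 1.5, limit read from the data, passing the limit was not always enough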;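 further: 0% = enzyme with substrate and 100% = substrate without enzyme; some results filed as inactive read as strong as hits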
Target sequence (Q92905 whole entry, looked up, one chain of several): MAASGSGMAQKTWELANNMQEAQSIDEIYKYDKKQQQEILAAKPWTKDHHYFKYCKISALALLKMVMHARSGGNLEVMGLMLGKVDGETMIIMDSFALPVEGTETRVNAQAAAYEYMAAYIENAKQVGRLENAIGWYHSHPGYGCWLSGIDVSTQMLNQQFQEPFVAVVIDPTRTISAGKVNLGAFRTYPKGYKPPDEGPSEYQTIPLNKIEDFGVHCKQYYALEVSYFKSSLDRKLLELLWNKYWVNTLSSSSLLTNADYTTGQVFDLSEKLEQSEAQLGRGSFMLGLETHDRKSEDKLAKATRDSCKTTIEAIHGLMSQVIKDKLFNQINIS
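Detection – fluorescence polarization · System – HEK293T-derived human Csn5 enzyme · Controls – substrate-only high control, full reaction low control · Timing – 90 min, room temperature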
SUMO1-SIM PPI = modulators of SUMO1 protein-protein interactions, primary screen, biochemical, uHTS; AID 602429, 2012; SUMO1 binding to a labelled peptide, TR-FRET, 1 h; hit rate 0.33% among 360,000; inhibition, % at 20 µM; in the data active means inhibition above about 37%
STEP inh = STEP phosphatase inhibitors, primary screen, biochemical, fluorescence intensity, uHTS | Tyrosine-protein phosphatase non-receptor type 5 (Homo sapiens), P54829 | recombinant STEP, OMFP fluorogenic substrate | inhibition, % at 20 µM | hit rate 0.25% among 360,000;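 active means inhibition at 20 µM, scaled per plate between control wells, above about 37%, limit read from the data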;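 further: 0% = DMSO with enzyme and substrate and 100% = substrate only without enzyme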
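Measure: Control-normalized % inhibition with plate pattern correction | Test system: STEP phosphatase, cell-free reaction | Medium: pH 6.0 Bis-Tris with DTT and Tween 20 | Technique: Fluorescence, 480/540 nm | Times: Reaction 20 min, ambient temperature | Doses: Single compound dose of 20 µM, 1% DMSO final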
Rpn11 block = Rpn11 (PSMD14) deubiquitinase inhibitors, primary screen, biochemical, fluorescence polarization, uHTS; 26S proteasome non-ATPase regulatory subunit 14 (Homo sapiens), O00487; human 26S proteasome, Ub4-pepOG fluorescence polarization; 20S core pre-blocked with epoxomicin; calls only at 20 µM; hit rate 0.59% among 360,000;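 active means inhibition at 20 µM, scaled to each plate's controls, above about 33%, limit read from the data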
Target sequence (O00487 whole entry, looked up): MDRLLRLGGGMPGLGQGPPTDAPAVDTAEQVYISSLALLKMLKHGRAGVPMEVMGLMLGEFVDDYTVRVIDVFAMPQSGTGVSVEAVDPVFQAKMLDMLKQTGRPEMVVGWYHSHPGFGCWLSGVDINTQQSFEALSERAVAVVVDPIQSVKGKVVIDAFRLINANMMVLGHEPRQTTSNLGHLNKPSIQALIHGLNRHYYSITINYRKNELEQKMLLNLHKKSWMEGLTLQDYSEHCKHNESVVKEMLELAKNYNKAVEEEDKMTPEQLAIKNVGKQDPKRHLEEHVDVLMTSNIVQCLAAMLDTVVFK
Numbers without * were called inactive; i = inactive; · = not tested or not shown.

SMILES	DNMT1 block	SUMO1-SIM PPI	Rin1-Abl PPI inh	LMPTP block	Neddyl block	Scp-1 inhibitor	CSN deneddyl inh	STEP inh	NadD inh	Rpn11 block
Cc1nn(-c2ccc(Cl)cn2)c2c1C(=O)CC(C)(C)C2Br (configuration not stated)	-2	1	0	2.0	i	-14	-2	-1	0	i
Cc1ccc2sc(NNC(=O)C3=COCCO3)nc2c1C	-2	4	3	2.5	i	1	2	2	6	i
COc1cccc(OCCCCN2CCCCC2)c1	-1	1	0	-2.1	i	-1	-7	1	-8	i
CCn1c(SCCC#N)nnc1-c1ccncc1	1	0	5	-1.0	i	-2	4	-3	-3	i
CCOC(=O)N1CCN(Cc2nc3cc(NC(C)=O)ccc3n2C)CC1	2	3	3	-1.2	i	-3	-1	-4	-1	i
CSc1nc2[nH]c(=O)[nH]c2c(=O)[nH]1	5	5	3	-1.6	i	-7	3	2	1	i
O=S(=O)(O)c1nc2ccccc2n1CCOc1ccccc1	3	3	3	-0.8	i	-3	2	2	1	i
Cn1ncc(Cl)c1C(=O)NCc1cc(C(C)(C)C)n[nH]1	6	1	1	-0.5	i	5	-18	-2	0	i
CCCn1c(=N)n(CCOc2ccc(OC)cc2)c2ccccc21	4	0	-2	0.1	i	-2	0	2	0	i
CC(C)C1Oc2ccccc2C(=O)N(CC(=O)c2ccc3c(c2)OCCO3)C1=O (configuration not stated)	1	-5	3	2.0	i	-16	-1	1	1	i
CCOC(=O)N1CCN(C(=O)c2ccc3c(c2)sc2nc(-c4ccc(OC)cc4)cn23)CC1	-3	4	-3	0.3	·	-15	-1	0	1	i
C#CCOc1ccc2ccccc2c1/C=C(/C#N)c1ccc(C(=O)O)cc1	-3	-10	3	1.4	i	-7	4	0	1	i
CCN(CC)c1nc(N)c2c(N)nc3c(c2c1C#N)CC(c1ccccc1)O3 (configuration not stated)	-19	7	0	0.4	i	8	5	-2	4	i
CCN1C(=O)[C@H]2[C@@H](c3ccc(-c4ccc(Cl)c(Cl)c4)cc3)N[C@@](CC(C)C)(C(=O)OC)[C@H]2C1=O	-6	6	-2	4.3	i	2	1	-1	7	i
CCOc1ccc(N(CC(=O)Nc2ccc(C)c(F)c2)C2=NC3CS(=O)(=O)CC3S2)cc1 (configuration not stated)	1	2	-2	0.4	i	1	2	2	-4	i
O=C(O)c1ccc(S(=O)(=O)/N=C2\C=C(Nc3ccccc3F)C(=O)c3ccccc32)cc1	74*	75*	3	10	i	-1	27	5	9	i
O=C(CSc1nnc(-c2ccco2)n1-c1ccccc1)NCCc1ccccc1	1	0	0	0.2	i	-13	-1	-2	6	i
Nc1c(C(=O)NCc2ccccc2)sc2nc(N3CCOCC3)c3c(c12)CCCC3	-13	-9	-4	3.7	i	-1	7	-2	10	i
COc1ccc(N2C(N)=C(C#N)C(c3cccnc3)C3=C2CC(C)(C)CC3=O)cc1 (configuration not stated)	-4	-7	3	-2.9	i	-5	-2	-3	-4	i
CON(C)C(=O)/C=C/c1ccc([B-](F)(F)F)cc1	2	-7	-5	-4.5	i	-4	9	0	2	i
Cc1ccc(C(=O)COC(=O)c2cccc(N3C(=O)c4c(C)nc5ccccc5c4C3=O)c2)cc1C	-1	-7	2	0.6	i	3	6	-3	30*	i
NC(=O)COC(=O)CNC(=O)c1sc2ccccc2c1Cl	6	-1	1	-0.1	i	8	-3	0	-7	i
COc1cc2c(cc1OC)-c1cc(OCCN3CCOCC3)nc(=O)n1CC2	19	0	-5	-0.8	·	-6	12	-1	2	i
CCC1OC2(C)OC(=N)C1(C#N)C(C#N)(C#N)C2c1ccccc1 (configuration not stated)	-3	-9	-4	-1.5	·	-1	-24	1	-5	i
CCN(CC)S(=O)(=O)c1ccc(OC)c(NC(=O)c2ccc(OC)c([N+](=O)[O-])c2)c1	-5	-13	0	1.3	i	-17	-2	-7	-5	i
Cc1cc(NS(=O)(=O)c2ccc(NC(=O)CCN3C(=O)c4ccccc4C3=O)cc2)no1	3	-1	2	-0.4	i	-6	-1	-2	2	i
COC(=O)c1ccc(C(=O)OC)c(NC(=O)CCc2ccc(C)o2)c1	2	-1	4	-0.1	i	-10	3	3	-3	i
CC(C)C(=O)n1nc(-c2cccnc2)nc1NCc1cccs1	1	-1	1	-0.5	i	-3	-1	1	-1	i
COc1cc(CC(=O)Nc2ccc3c(c2)CCC3)cc(OC)c1OC	-6	-1	-1	1.3	i	-9	-8	-1	4	i
CN(c1ccc(C(=O)NCc2ccccn2)cc1)S(C)(=O)=O	5	-2	-3	-1.0	i	-8	-5	0	1	i
Cc1ccc(S(=O)(=O)N(C)C)cc1NC(=O)COC(=O)c1c(C)noc1C	-5	2	-2	-1.4	i	2	4	0	1	i
Cc1cc(C)nc(NC(=O)NS(=O)(=O)N2CCCCCC2)n1	4	-1	1	-0.2	i	0	-5	-1	4	i
O=C(c1ccc(CN2CCOCC2)cc1)N1CCN(c2ccccc2)CC1	-7	-8	2	-1.1	i	0	0	-1	4	i
Cc1ccc(S(=O)(=O)c2nc(S(=O)(=O)c3ccc(C)cc3)c(NCc3ccco3)s2)cc1	-7	-4	-4	0.0	i	-13	-1	4	3	i
CC(=O)Nc1cc2c(cc1Br)-c1ccccc1C2	0	1	1	0.5	i	-5	-3	-1	1	i
CCc1nnc(NC(=O)Cc2ccc(OC)cc2)s1	-2	-1	5	-0.7	i	-5	-4	0	2	i
CO/N=C/CC(=O)Nc1ccc(F)cc1F	3	-2	4	-1.8	i	-5	5	-1	3	i
CC1CC(=O)NN1C(=O)c1ccccc1 (configuration not stated)	0	3	-3	-57	i	-13	-5	0	-3	i
CCCCNC1(C#N)CCN(Cc2ccccc2)CC1	-5	-2	4	-0.5	i	5	-4	-2	1	i
Cn1cccc1C(=O)NC1CCCCC1	1	0	2	-1.3	i	-3	-2	-2	7	i
O=c1nc(Nc2cccc(Cl)c2)oc2cc(Cl)oc(=O)c12	-7	3	3	-0.3	i	-4	5	-3	-6	i
CC(=O)Cc1nsc(NC(=O)c2csc3c2CCCC3)n1	-1	-5	1	-0.7	i	2	-2	-1	-7	i
C=CCOc1c(Br)cc(CNCCCN2CCOCC2)cc1OC	2	-17	0	-8.3	i	-8	2	-2	-6	i
FC(F)(F)c1ccc(NCc2ccccn2)nc1	2	-1	2	-0.2	i	0	0	-2	-3	i
Cc1ccc2nc(-c3cccc(N)c3)[nH]c2c1	-6	4	-3	0.9	·	-10	4	-2	1	i
CC(=O)c1cccc(N/C=C\C(=O)c2ccc(C)cc2)c1	0	-26	-3	0.5	i	2	-17	4	1	i
O=C(Nc1ccc(Cl)cc1)Nc1ccccc1C(=O)NCc1ccco1	-7	4	0	0.5	i	-6	2	-6	-8	i
O=C(NCc1ccccc1)c1cc(-c2ccncc2)nc2ccc(S(=O)(=O)N3CCOCC3)cc12	4	-12	6	1.1	i	-3	3	3	-7	i
COC(=O)CCC(=O)OC	4	0	-2	-2.0	i	12	1	-2	4	i
COc1cc(NS(=O)(=O)c2cccc3nsnc23)cc(OC)c1	1	-21	3	-2.3	i	-3	-4	-3	0	i

Later entries
SMILES	DNMT1 block	SUMO1-SIM PPI	Rin1-Abl PPI inh	LMPTP block	Neddyl block	Scp-1 inhibitor	CSN deneddyl inh	STEP inh	NadD inh	Rpn11 block
N#C/C(=C\c1cn(-c2ccccc2)nc1-c1ccccc1)S(=O)(=O)c1ccccc1	12	-2	0	0.8	·	-8	8	1	5	i
c1ccc(-c2cnc(SCCN3CCOCC3)n2CC2CCCO2)cc1 (configuration not stated)	-4	2	2	-1.9	i	1	4	-2	-4	i
O=C(O)/C(=C\c1cn(-c2ccccc2)nc1-c1ccc(Cl)cc1)NC(=O)c1ccccc1	2	-2	3	-0.2	i	-1	1	0	12	i
O=C(c1ccco1)N1CCn2c1nc1ccccc12	9	-1	-3	-0.7	i	-10	-3	2	6	i
CC(=O)Nc1ccc(NCc2ccc(-c3ccccc3)cc2)cc1	-8	7	-1	0.9	i	-5	2	1	-4	i
CCOCC(O)CS(=O)(=O)c1ccccn1 (configuration not stated)	1	0	3	-0.5	i	-6	3	-2	5	i
CCC1CCCCN1C(=O)CSc1nnc2nc(C)cc(C)n12 (configuration not stated)	5	3	0	-1.0	i	12	-2	8	0	i
O=S(=O)(c1ccc(F)cc1)N1CCN(c2ccc(F)cc2)CC1	1	7	-2	0.5	i	-5	0	5	-2	i
COc1ccc(C(=O)/C=C/Nc2c(C)n(C)n(-c3ccccc3)c2=O)cc1OC	-7	-13	4	-0.3	i	2	6	0	-2	i
Cc1cc(Cl)c(S(=O)(=O)N2CCN(c3cccc(C)c3C)CC2)cc1OCC(N)=O	-1	-2	-2	3.3	i	-11	3	2	-1	i

Arranged by number of heavy atoms (high to low): 3 of the compounds above
SMILES	DNMT1 block	SUMO1-SIM PPI	Rin1-Abl PPI inh	LMPTP block	Neddyl block	Scp-1 inhibitor	CSN deneddyl inh	STEP inh	NadD inh	Rpn11 block
N#C/C(=C\c1cn(-c2ccccc2)nc1-c1ccccc1)S(=O)(=O)c1ccccc1	12	-2	0	0.8	·	-8	8	1	5	i
COc1ccc(C(=O)/C=C/Nc2c(C)n(C)n(-c3ccccc3)c2=O)cc1OC	-7	-13	4	-0.3	i	2	6	0	-2	i
O=C(c1ccco1)N1CCn2c1nc1ccccc12	9	-1	-3	-0.7	i	-10	-3	2	6	i

Continued.
SMILES	DNMT1 block	SUMO1-SIM PPI	Rin1-Abl PPI inh	LMPTP block	Neddyl block	Scp-1 inhibitor	CSN deneddyl inh	STEP inh	NadD inh	Rpn11 block
Cc1ccnc(NS(=O)(=O)c2ccc(NC(=O)c3cc(=O)c4ccccc4o3)cc2)n1	3	-9	1	-0.1	i	3	-1	1	1	i
CCN(C(=O)Cn1cnc2cc([N+](=O)[O-])ccc2c1=O)C1CCS(=O)(=O)C1 (configuration not stated)	-1	-20	-1	-2.4	i	-7	-7	0	-3	i
O=C1CN(N=Cc2ccco2)C(=O)N1	-4	-6	-1	-3.3	i	-7	7	-2	3	i
COCCCNC(=S)N1CCN(S(C)(=O)=O)CC1	3	-1	0	-0.7	i	3	-6	-1	5	i
COc1ccc(/C=N/Nc2ccc(C(=O)O)cc2)cc1OC	1	11	-2	-1.7	i	-3	1	-1	2	i
CCN1CCN(CCCN(Cc2ccco2)C(=S)Nc2ccccc2Cl)CC1	0	1	-4	-2.9	i	1	1	12	-5	i

Screening data: PubChem BioAssay, several laboratories
